Source: PubChem
KCNH2 3.1 block – KCNH2 3.1 (human) potassium channel inhibition; U2OS KCNH2 3.1, thallium flux FluxOr; hits give low values; activity change, % (tested at about 1.8 µM); hit rate 0.95% among 340,000;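 active = maximum activity change below -70%; inconclusive = maximum activity change from -70% to -50%; inactive = maximum activity change above -50%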;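 note: thallium influx rate constant from kinetic fluorescence after stimulation buffer; % is set by controls: 0 for no effect and ±100 for the full control effect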
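Normalized rate constant (relative to positive and negative DMSO controls) derived from a 2 min kinetic fluorescence read after stimulation; U2OS cells expressing the 3.1 isoform via virus at 1.77 x 10^8 /mL.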
Gal4-VP16 FLuc – counter-screen for ROR gamma inhibitors: Gal4-VP16 reporter; Drosophila S2 Gal4-VP16 UAS-luciferase, luminescence, 20 h; hit rate 3.5% among 310,000; Potency, µM (top dose mostly 53.6 µM), for inactives: at the top dose activity, negative = inhibition, most hits filed as inhibitors;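 note: Gal4-VP16 expression switched on by copper sulfate through the metallothionein promoter; potency is the fitted concentration of half-maximal effect; % is set by controls: 0 for no effect and ±100 for the full control effect; nearly all actives have a fitted effect of over 50% in size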
Rab9 prom act – activates the Rab9 promoter; Huh7 Rab9 promoter-luciferase reporter, luminescence, 24 h; Potency, µM (highest dose often 9.22 µM), without a hit: top-dose activation, negative = inhibition, most hits filed as activators; hit rate 2.8% among 320,000; AID 485297; note: potency is the fitted concentration of half-maximal effect; % of control where 0% means no effect; nearly all actives have a fitted effect of over 60% in size
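Using Huh7 cells stably transfected with Rab9 promoter–luciferase, compounds were incubated 24 h at 37 °C, 5% CO2; luciferase luminescence was read 10 min after reagent addition.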
RORgamma inh – ROR gamma (mouse) transcription inhibition. P51450. Drosophila S2 Gal4-RORgamma UAS-luciferase reporter, 20 h. Potency, µM (titrated, usually from 53.6 µM), without a hit: at the top dose activity change, negative = inhibition, hits mostly inhibitors. hit rate 5.4% among 310,000; note: potency is the fitted concentration of half-maximal effect; % is set by controls: 0 for no effect and ±100 for the full control effect; nearly all actives have a fitted effect of over 60% in size
Target sequence (P51450 whole entry, looked up, the tested form may be a part): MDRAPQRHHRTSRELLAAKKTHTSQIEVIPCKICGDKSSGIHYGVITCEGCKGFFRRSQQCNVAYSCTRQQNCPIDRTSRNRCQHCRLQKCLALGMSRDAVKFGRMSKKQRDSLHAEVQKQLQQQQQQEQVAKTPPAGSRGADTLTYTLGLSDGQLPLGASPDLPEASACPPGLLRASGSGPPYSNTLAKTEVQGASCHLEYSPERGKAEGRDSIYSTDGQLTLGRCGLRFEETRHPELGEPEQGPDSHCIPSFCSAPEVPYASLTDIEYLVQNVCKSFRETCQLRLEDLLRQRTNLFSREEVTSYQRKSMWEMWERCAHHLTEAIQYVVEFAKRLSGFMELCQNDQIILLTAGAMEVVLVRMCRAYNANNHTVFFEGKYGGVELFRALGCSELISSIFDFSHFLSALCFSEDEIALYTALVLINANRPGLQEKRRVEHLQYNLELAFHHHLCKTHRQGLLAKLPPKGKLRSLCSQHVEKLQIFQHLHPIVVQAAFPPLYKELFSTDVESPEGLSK
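A Gal4/UAS one-hybrid system in insect cells: metallothionein-promoter Gal4–ROR gamma fusion plus Photinus luciferase reporter. Copper sulfate 700 uM final, 20 hr ambient incubation, luminescent detection after 10 min with reagent.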
MBNL1 CUG block – MBNL1-poly(CUG) RNA binding inhibition | Q9NR56 | TR-FRET MBNL1-His/biotin-(CUG)12 binding, 665/545 ratio | Potency, µM (doses to about 57.5 µM), without a hit: at the highest dose activity change, negative = inhibition, usual class: inhibitors | hit rate 0.036% among 280,000 | AID 2675; active = well fitted inhibition curve with a large enough effect in the signal ratio, with a control signal flat, not every such curve was filed as active; inconclusive = small, poorly fitted or top-dose-only effect, or effect the other way, or a change in a side signal; inactive = no such curve, though single readings can be large or run the other way; the % refers to the signal ratio; note: potency is the fitted concentration of half-maximal effect; % is set by controls: 0 for no effect and ±100 for the full control effect
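TR-FRET readout: Ex 340 nm, 665/545 nm emission ratio, normalized to buffer-only (basal) and MBNL1-(CUG)12 controls. Complex of MBNL1-His with Biotin-(CUG)12, compounds 92 nM–58 uM, incubated 60 min at room temperature.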
Mito fusion yeast – inhibitors of mitochondrial division or activators of mitochondrial fusion. S. cerevisiae fusion-defective mutant growth rescue, CellTiterGlo 48 h. Potency, µM (series often up to 46.1 µM), inactives show at the top dose growth rescue (activation), usual class: activators. hit rate 0.23% among 320,000. AID 485298;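 note: potency is the fitted concentration of half-maximal effect; % of control where 0% means no effect; nearly all actives have a fitted effect of over 45% in size; temperature-sensitive fusion mutants such as fzo1-1 at 37 °C on non-fermentable ethanol glycerol medium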
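Compounds are tested for their ability to restore growth of mitochondrial fusion-defective yeast strains at non-permissive 37C in YPEG medium over 48 hours. Viability is quantified by luciferase luminescence.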
FLuc modulator – counter-screen for miR-21 project: firefly luciferase inhibitors or activators; AID 588342; purified FLuc, Km substrates, luminescence inhibition; Potency, µM (top dose mostly 57.5 µM), without a hit: top-dose activity change, negative = inhibition, usual class: inhibitors; hit rate 6.9% among 360,000;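 note: potency is the fitted concentration of half-maximal effect; plate controls were vehicle for no effect and reference inhibitor for full effect; nearly all actives have a fitted effect of over 55% in size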
Target sequence (P08659 whole entry, looked up): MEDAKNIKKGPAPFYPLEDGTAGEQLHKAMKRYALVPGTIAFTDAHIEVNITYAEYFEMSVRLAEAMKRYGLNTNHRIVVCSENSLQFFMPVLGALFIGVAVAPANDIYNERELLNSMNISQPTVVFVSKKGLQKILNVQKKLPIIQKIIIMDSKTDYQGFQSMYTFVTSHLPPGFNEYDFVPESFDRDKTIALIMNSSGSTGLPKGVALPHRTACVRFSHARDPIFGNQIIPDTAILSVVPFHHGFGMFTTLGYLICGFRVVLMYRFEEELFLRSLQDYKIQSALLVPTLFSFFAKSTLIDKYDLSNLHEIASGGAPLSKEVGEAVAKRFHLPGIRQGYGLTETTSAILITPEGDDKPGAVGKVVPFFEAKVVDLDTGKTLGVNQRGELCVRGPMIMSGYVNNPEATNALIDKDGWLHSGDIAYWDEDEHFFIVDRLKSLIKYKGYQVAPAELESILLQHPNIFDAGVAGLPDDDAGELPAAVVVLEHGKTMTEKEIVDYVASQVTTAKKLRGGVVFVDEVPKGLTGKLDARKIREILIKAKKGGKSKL
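Purified P. pyralis luciferase (10nM final) with 10uM D-luciferin and 10uM ATP (Km levels) in 50mM Tris acetate pH 7.5, 10mM Mg acetate, 0.01% Tween-20, 0.05% BSA; qHTS 6-point titration, ~60 µM downward; luminescence read.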
PKM2 activator – PKM2 (human) enzyme activation; P14618; purified PKM2, Kinase-Glo ATP luminescence, activation; response scale: 0% is enzyme alone, no compound; Potency, µM (series often up to 57.5 µM), for the others: at the top dose activation, usual class: activators; hit rate 0.34% among 260,000; AID 1631; note: potency is the fitted concentration of half-maximal effect; % is set by controls: 0 for no effect and ±100 for the full control effect; nearly all actives have a fitted effect of over 55% in size
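ATP formation by purified human PK-M2, quantified via coupled luciferase luminescence after 1 h at room temperature with 0.1 mM ADP and 0.5 mM PEP final.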
NPC1 promoter act – activates the NPC1 promoter. Potency, µM (top dose mostly 9.22 µM), without a hit: at the highest dose activation, hits mostly activators. hit rate 2.4% among 320,000. Huh7 NPC1 promoter luciferase reporter, 24 h. AID 485313;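 note: potency is the fitted concentration of half-maximal effect; % of control where 0% means no effect; nearly all actives have a fitted effect of over 60% in size; reporter is driven by a mutant NPC1 promoter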
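Luminescence from an NPC1 promoter-driven luciferase reporter in stably transfected Huh7 cells was measured after 24 h compound treatment at 37 °C, followed by 10 min ambient incubation with luciferase detection reagent.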
ELG1 repair inh – inhibitors of ELG1-dependent DNA repair in HEK293T cells; Potency, µM (titrated, usually from 46.1 µM), for inactives: at the highest dose activity change, negative = inhibition, most hits filed as inhibitors; HEK293T ELG1-luciferase reporter, luminescence, 16 h; DNA damage induced by 5-fluorouridine; hit rate 2.3% among 330,000; note: potency is the fitted concentration of half-maximal effect; % is set by controls: 0 for no effect and ±100 for the full control effect; nearly all actives have a fitted effect of over 55% in size
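DMSO vehicle served as the neutral condition. Each well held 2,000 cells given 5-fluorouridine plus compound; after 16 hr at 37 °C/5% CO2, ONE-Glo was added and luciferase measured 30 min later.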
Menin MLL FP TR – inhibitors of human menin-MLL interaction, mutant MLL peptide; Menin + Texas Red MLL mutant peptide, fluorescence polarization; AID 1768; hit rate 0.23% among 270,000; Potency, µM (highest dose often 61.6 µM), for the others: top-dose FP activity change, negative = inhibition, actives largely listed as inhibitors; O00255; active = well fitted inhibition curve with a large enough effect in the polarisation, with a control signal flat, not every such curve was filed as active; inconclusive = small, poorly fitted or top-dose-only effect, or effect the other way, or a change in a side signal; inactive = no such curve, though single readings can be large or run the other way; the % refers to the polarisation; note: potency is the fitted concentration of half-maximal effect; % of control where 0% means no effect; many of its hits are not listed in these tables
* marks the source's active call; other numbers are inactive results; ? = inconclusive; / = not tested or not shown; & = joins results of further samples; [ ] = another dose, or the depositor's remark. Unless noted, calls come from the whole dose curve; as a rule, active = well fitted curve in the direction sought with a large enough effect; inconclusive = small, poorly fitted or top-dose-only effect, or another doubt; inactive = no such curve, though single readings can be large; an effect the other way counts as inactive or inconclusive. Some of the compounds tested; count on the stated rates, not on these rows.

Results follow in this order: KCNH2 3.1 block	Gal4-VP16 FLuc	Rab9 prom act	RORgamma inh	MBNL1 CUG block	Mito fusion yeast	FLuc modulator	PKM2 activator	NPC1 promoter act	ELG1 repair inh	Menin MLL FP TR
O=C(Nc1ccccc1)N(O)c1ccc(Cl)cc1
→ 0	0%	3.5µM*	-10%	2%	-1%	12µM*	22%	?	?	3%
COc1cccc(NC(=O)c2cnn(-c3ccccc3)c2C)c1
→ 7	?	13µM*	?	-11%	-8%	1.5µM*	-25%	?	?	8%
COC(=O)c1ccc(C(=S)NCC2(N(C)C)CCCCC2)cc1
→ -16	19%	-5%	-24%	6%	-33%[inhibitor]	5%	-1%	-1%	5%	-6%
O=C(NCCc1ccc2c(c1)OCCO2)c1ccccc1F
→ -1	-16%	29%	142%	-14%	3%	?	10%	?	?	-14%
CCOC(=O)Cn1c(-c2ccc(OC)cc2)c(-c2ccc(OC)cc2)nnc1=O
→ -17	/	-1%	/	?	3%	0%	-3%	-3%	-4%	-10%
Clc1ccc(Nc2nc(C3CC3)cs2)cc1
→ 12	2%	1.6µM*	-45%	-1%	-1%	7.6µM*	11%	3.2µM*	?	?
O=C1OCc2cc(NC(=O)C3CCCO3)ccc21 (stereo unspecified)
→ 0	-11%	5%	-5%	-9%	-3%	-1%	3%	3%	?	0%
CC(C)(C)C1=Nn2c(nnc2-c2n[nH]c3c2CCC3)SC1
→ 4	4%	-2%	-29%	7%	-10%	2%	-2%	-7%	7%	-4%
CC1(C)CC(=O)C(C=NCc2ccccn2)=C(O)C1
→ 12	16µM*	5%	7.1µM*	-3%	2%	4%	4%	-3%	?	17%
COC(=O)CNc1nc(Cl)nc(NC2CCCCC2)n1
→ -3	?	3%	?	1%	3%	-1%	0%	-2%	8%	0%
CCOC(=O)c1cccc(NC(=O)CNC(=O)C2CCCCC2)c1
→ 2	-4%	-24%	?	-12%	-2%	-2%	-1%	2%	-5%	-14%
CCCN1Cc2cccc(C(=O)NCCc3cccc(C)c3)c2C1=O
→ -11	-2%	-2%	16%	-4%	-2%	-3%	/	-2%	-21%	?
Fc1ccc(NC(=S)Nc2nccs2)cc1
→ 8	1µM*	3.5µM*	0.32µM*	/	0%	21µM*	-5%	?	?	15%
O=C(O)CCc1nc2cc(Cl)ccc2n(Cc2ccccc2)c1=O
→ 0	-17%	-1%	2%	3%	-4%	-15%	0%	-3%	13%	3%
CCC1C(=O)Nc2ccccc2N1C(=O)c1ccc(Cl)nc1 (stereo unspecified)
→ -2	-4%	4%	-13%	-7%	5%	-3%	-9%	-2%	7%	5%
COc1ccccc1NC(=O)C1CCCN(C(=O)NCc2ccccc2)C1 (stereo unspecified)
→ 2	2%	-7%	-33%	0%	-5%	1%	/	-3%	-3%	/
O=[N+]([O-])c1ccc(O)c(CSc2nnnn2-c2ccccc2)c1
→ 6	-8%	3%	?	-1%	-2%	4%	0%[11.5 µM]	-2%	-6%	13%
CCOc1ccccc1N(C(=O)c1snc(C(N)=O)c1N)C(C(=O)NCC1CCCO1)c1ccc2ncccc2c1 (stereo unspecified)
→ 3	0%	0%	?	-4%	2%	0%	0%	-5%	18%	-15%
CN(CC(=O)Nc1ccc(Cl)cc1)C(=O)CCC1CCCC1
→ 3	-9%	0%	-33%	2%	2%	2%	-1%	2%	9%	?
O=C(Nc1c(C(=O)N2CCCCC2)cnn1-c1ccccc1)c1ccccc1
→ -1	0%	5%	1%	-1%	-1%	0%	2%	3%	1%	5%
O=C(COC(=O)c1ccccc1)NC(=O)NC1CCCC1
→ -7	/	-3%	/	/	0%	-5%	/	-2%	13%	/
COc1cccc(/C=C/c2[nH]c(=O)[nH]c(=O)c2[N+](=O)[O-])c1O
→ 0	-8%	6%	8%	4%	-4%	17µM*	/	1%	1%	10%
CC(C)(C)OC(=O)N1Cc2ccccc2C[C@H]1C(=O)NCC(=O)NCC1CCCO1 (stereo partly specified)
→ 4	-6%	-1%	-12%	5%	-5%	-2%	-4%	2%	-5%	18%
CC1CC(=O)N(CC(=O)Nc2ccc3c(c2)OCO3)c2ccccc2S1 (stereo unspecified)
→ 13	-4%	-7%	13%	9%	7%	0%	-8%	-5%	-10%	0%
CCCC(NS(=O)(=O)c1ccc(C)cc1)C(=O)O (stereo unspecified)
→ -4	-10%	11%	-2%	-2%	-3%	-1%	-5%	2%	1%	-7%
COc1cc(C(=O)N2CCN(C(=O)COc3ccc4ccccc4c3)CC2)cc(OC)c1OC
→ -15	4%	1%	17%	-5%	-3%	11µM*	-3%	8%	-20%	-12%
CN(CC(=O)Nc1ccc(Cl)cc1)C(=O)c1ccc(-n2cncn2)c([N+](=O)[O-])c1
→ -3	/	-1%	/	/	-8%	1%	/	0%	21%	/
COc1cc(/C=C/C(=O)O)cc(S(=O)(=O)Nc2cccc(SC)c2)c1OC
→ -33	-2%	-2%	?	/	-3%	-12%	4%	-4%	7%	10%
O=C(O)c1ccc(OCc2cn3ccccc3n2)cc1
→ 7	8%	14%	15%	-2%	9%	?	-9%	8%	?	/
Cc1cc(S(=O)(=O)NCC(C)C)ccc1OCC(=O)NCc1ccco1
→ -20	5%	1%	10%	-6%	0%	-1%	10%	1%	0%	2%
c1ccc(Cc2nc(-c3ccccn3)no2)cc1
→ 9	-22%	2.8µM*	-7%	-4%	-2%	24µM*	1%	?	?	1%
CCOc1ccc(-c2nnn(CC(=O)NCc3ccc4c(c3)OCO4)n2)cc1
→ 11	-4%	3%	8%	-3%	-4%	-1%	-1%	-1%	-1%	-8%
Cc1cc(C)n(Cc2ccc(C(=O)NN)o2)n1
→ 11	10%	1%	4%	/	-4%	-9%	1%	0%	-2%	/
COC(=O)CN1C(=O)C(O)(CC(=O)c2ccc(Cl)cc2)c2ccccc21 (stereo unspecified)
→ 0	-18%	-7%	0%	-3%	-4%	2%	-4%	-2%	-2%	1%
CNc1nc(OCC#N)nc(N2CCCCC2)n1
→ -17	4%	2%	-38%	6%	4%	-8%	-10%	-1%	4%	3%
CCC1SC2=NCCN2C1(O)c1ccc(Cl)cc1 (stereo unspecified)
→ -4	14%	0%	-24%	-3%	-2%	0%	-1%	1%	-1%	12%
O=C(O)c1ccc(NC(=O)C2C3CCC(C3)C2C(=O)O)cc1 (stereo unspecified)
→ 16	-3%	1%	-6%	1%	-3%	-1%	-3%	-2%	-11%	5%
C[C@]1(C(=O)NCCN2CCOCC2)C=C[C@@H](Cc2ccccc2)N1C(=O)c1ccccc1
→ -1	4%&2%	-5%	-19%&8%	4%	-2%	-17%	-2%&2%	1%	11%	-1%&-26%
COc1ccc(OCC(O)CNC(=O)c2ccc(C)cc2)cc1 (stereo unspecified)
→ -2	1%	-2%	6%	/	1%	4%	2%	-2%	0%	/
COc1cc2c(cc1OC)C1C/C(=N\O)C(CC(C)C)CN1CC2 (stereo unspecified)
→ 8	2%	-2%	18%	-7%	-1%	-3%	3%	-5%	-1%	?
CCOc1ccccc1Oc1nc(-c2ccccc2O)nc2ccccc12
→ -9	-1%	2%	21%	2%	-3%	0%	/	-4%	-2%	93%[activator]
COc1ccc(C(=O)NC(NC(=O)c2ccc(OC)c(OC)c2)c2ccccc2F)cc1OC
→ -5	-7%	1%	-8%	-23%	-3%	-4%	-17%	0%	8%	16%
O=C(Nc1cccc(C(F)(F)F)c1)C(SCCO)c1ccccc1 (stereo unspecified)
→ -5	-9%	-4%	12%	-7%	-4%	4%	7%	-3%	0%	13%
COC(=O)c1cc(C(=O)Nc2nnc(CC(C)C)s2)cc([N+](=O)[O-])c1
→ 11	22µM*	-2%	13µM*	?	19%	3%	-4%	5%	4%	-5%
CC(=O)N(CN1C(=O)CCC1=O)c1cccc(Cl)c1
→ -4	?	-1%	-16%	?	2%	2%	-17%	-1%	14%	4%
CN(C)CCOC(=O)c1ccc2[nH]c3c(c2c1)CSCC3
→ -6	-14%	-1%	-30%	-15%	3%	-13%	4%	-5%	?	/
CC(=O)Nc1ccc(N(C)C)cc1[N+](=O)[O-]
→ -2	5%	8%	-19%	?	0%	-6%	3%	2%	14%	3%
